# PriA SSB inh = blocks PriA binding to SSB C-terminal tail; AlphaScreen SSBct-PriA binding, biotinylated peptide; inhibition, % at 33 µM; 430,000 compounds, 0.6% hits; in the data active = inhibition mostly above about 37%, no sharp cut-off; inactive = mostly below about 20%;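 note: plate controls were negative control peptide for no effect and reference peptide for full effect; strong numbers were not always called active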
# Rv3671c inh = inhibits the M. tuberculosis serine protease Rv3671c; inhibition, % at 5.96 µM; 320,000 compounds, 0.048% hits; P9WHR9; in the data active = inhibition above about 38%;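 note: extracellular domain of Rv3671c used as enzyme; 0% = enzyme with DMSO and 100% = no enzyme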
# MazF activator = MazEF (E. coli) toxin RNase activation; AID 504720; FAM/BHQ RNA-DNA oligo cleavage fluorescence, 5 h; activation, % at 20 µM; 350,000 compounds, 0.32% hits; in the data active = activation above about 50%
# Target sequence (P0AE70 whole entry, looked up): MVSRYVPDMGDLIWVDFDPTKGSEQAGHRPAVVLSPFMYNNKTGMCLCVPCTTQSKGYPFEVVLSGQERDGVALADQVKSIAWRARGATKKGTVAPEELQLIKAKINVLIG
# BoNT F protease = BoNT F light chain protease inhibition | AID 588497 | Multiplex microsphere protease cleavage assay, flow cytometry | inhibition, % at 10 µM | 360,000 compounds, 0.22% hits; in the data active = inhibition above about 35%, passing the limit was not always enough; inconclusive = no clear call, values can overlap the other calls; note: plate controls were buffer without enzyme for full effect and enzyme alone for no effect
# VHR inh abs = blocks human VHR1 dual specificity phosphatase; recombinant VHR phosphatase, pNPP absorbance; inhibition, % at 13.3 µM; 290,000 compounds, 0.52% hits; AID 1654; in the data active = inhibition above about 50%; note: some compounds called inactive have numbers as strong as hits
# CCHF vOTU inh = CCHFV vOTU protease inhibition. Pep-AMC fluorescence. AID 651958. 370,000 compounds, 0.55% hits. inhibition, % at 11.5 µM; in the data active = inhibition above about 30%; note: 0% = vehicle wells with enzyme and 100% = no enzyme wells
# BoNT-A LC inh2 = inhibitors of Botulinum neurotoxin A light chain protease. multiplex microsphere protease substrate cleavage, flow cytometry. inhibition, % at 10 µM. 360,000 compounds, 0.17% hits; note: plate controls were buffer without enzyme for full effect and enzyme alone for no effect
# PrPC surface inh = cell surface PrPC inhibition, primary TR-FRET screen. P04156. TR-FRET read-out. inhibition, % at 13.8 µM. 370,000 compounds, 0.43% hits. AID 720596; in the data active = inhibition above about 24%; note: 0% = median of the test wells and 100% = reference compound wells
# 3CLpro inhibitor = SARS-CoV 3CLpro protease inhibition; recombinant SARS-CoV 3CLpro, quenched FRET peptide cleavage; 290,000 compounds, 0.14% hits; inhibition, % at 6 µM; P0C6X7; in the data active = inhibition above about 12%
# Anthrax LF prot = anthrax lethal factor protease inhibition; P15917; multiplex microsphere protease cleavage assay, LF; inhibition, % at 10 µM; 360,000 compounds, 0.12% hits; AID 588501; note: plate controls were buffer without enzyme for full effect and enzyme alone for no effect
# Target sequence (P15917 whole entry, looked up): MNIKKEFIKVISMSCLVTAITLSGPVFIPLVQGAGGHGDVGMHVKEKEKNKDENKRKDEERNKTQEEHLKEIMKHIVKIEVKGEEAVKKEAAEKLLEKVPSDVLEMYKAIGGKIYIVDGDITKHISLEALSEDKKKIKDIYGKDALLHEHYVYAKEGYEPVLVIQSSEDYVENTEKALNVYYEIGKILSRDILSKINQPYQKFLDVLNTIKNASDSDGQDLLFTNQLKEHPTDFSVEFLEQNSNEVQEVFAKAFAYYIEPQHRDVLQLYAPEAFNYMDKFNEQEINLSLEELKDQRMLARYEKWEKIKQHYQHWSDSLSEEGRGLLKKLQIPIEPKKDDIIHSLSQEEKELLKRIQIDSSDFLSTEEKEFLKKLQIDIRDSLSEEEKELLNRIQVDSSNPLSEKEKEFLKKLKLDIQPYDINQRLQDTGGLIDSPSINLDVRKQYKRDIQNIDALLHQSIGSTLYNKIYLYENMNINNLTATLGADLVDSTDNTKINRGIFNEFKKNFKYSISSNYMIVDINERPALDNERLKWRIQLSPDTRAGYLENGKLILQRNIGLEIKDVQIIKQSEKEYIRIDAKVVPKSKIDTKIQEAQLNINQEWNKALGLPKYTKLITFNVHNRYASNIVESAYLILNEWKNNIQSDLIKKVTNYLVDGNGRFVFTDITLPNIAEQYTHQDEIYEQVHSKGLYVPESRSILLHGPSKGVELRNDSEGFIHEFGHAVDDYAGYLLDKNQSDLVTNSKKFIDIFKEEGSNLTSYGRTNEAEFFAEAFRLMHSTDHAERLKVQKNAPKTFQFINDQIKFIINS
# The depositor's hits bear a star; ? = inconclusive; . = no result given; & = joins results of further samples. Cut-off read from the data, not from the text of the source, unless noted: active = inhibition above about 30%; inconclusive = no clear call, values can overlap the other calls; inactive = below that.
molecule	PrPC surface inh	Anthrax LF prot	CCHF vOTU inh	Rv3671c inh	MazF activator	BoNT F protease	BoNT-A LC inh2	3CLpro inhibitor	VHR inh abs	PriA SSB inh
C[C@H]1CN([C@@H](C)CO)C(=O)CCCn2nncc2CO[C@@H]1CN(C)S(=O)(=O)c1cccc(C#N)c1	7	-6	-2	.	2	-5	-0.4	.	.	.
CCc1ccc(NC(=O)CN2CCc3ccccc3C2)cc1	8	2	14	3	11	4	2.2	3	0	-7
COc1ccc(CCNC(=O)CSc2nnc3ccc(-c4cccnc4)nn23)cc1OC	-23	-4	15	0	-5	4	1.4	-3	22	-23&-4
Cc1cccc(/C=N/NC(=O)c2cc(-c3cccnc3)nc3ccccc23)c1	1	-6	-5	-9	6	-8	-0.5	1	30	.
COC(=O)c1ccc(CSc2nc3ccccc3c(=O)n2-c2ccccc2)o1	1	5	4	-15	3	-6	-0.8	-2	22	3
O=C(CN1CCCCC1)N/N=C/c1cc2ccccc2nc1Cl	-8	-8	10	-5	14	-2	1.5	-4	16	.
Cc1ccc(S(=O)(=O)NC2CC(=O)N(c3ccc4c(c3)OCCO4)C2)cc1 (centres undefined)	4	2	10	1	6	-8	-0.2	.	.	-12
CC(=O)Nc1cccc(-c2cc(N3CCN(CCO)CC3)n3nccc3n2)c1	-10	-2	-18	.	.	-3	0.4	.	.	.
CCN(CC)C(=O)CSc1nnc(-c2cc3ccccc3cc2O)n1CC	6	-4	-6	0	3	-7	-3.2	7	7	-18
CC(=O)Nc1ccc(S(=O)(=O)NCCc2c[nH]c3ccc(C)cc23)cc1	1	4	6	.	1	3	-2.3	3	24	-10
CCOc1ccc(OCc2ccc(C(=O)NCC3CCCO3)o2)cc1 (centres undefined)	10	5	0	0	3	6	1.6	-2	5	-13
COc1cc2c(cc1OC)CN(C(=O)CCOc1ccccc1)CC2	-6	-2	-5	5	-8	11	0.7	0	28	-4
COc1ccccc1N(Cc1ccccc1)S(=O)(=O)c1cccc(C(=O)Nc2ccc(C(C)=O)cc2)c1	7	-3	-12	-31	0	-4	-0.9	-1	-4	-12
C=CCC1(C#N)C(SC)=NC2=C(C(=O)CC(C)(C)C2)C1c1ccc(Br)cc1 (centres undefined)	9	-2	-18	0	5	-5	-0.3	-3	8	13
CCC(=O)NC(=S)Nc1ccc(NC(=O)COc2ccc(Cl)cc2Cl)cc1	.	-6	.	-29	-20	-13	-1.0	-1	29	3
CCOC(=O)[C@@H]1[C@H]2COc3ccc(Br)cc3[C@@H]2N2C(=O)N(c3ccc(C)cc3)C(=O)[C@]12C	2	-4	3	-8	-8	-2	0.0	3	9	2
O=c1c2ccccc2nc(CN2CCCCCC2)n1-c1ccc(F)cc1	0	0	-1	4	17	-7	3.2	-2	-12	2
NS(=O)(=O)c1cc(C(=O)NNC(=O)c2ccc3c(c2)OCO3)ccc1Cl	4	2	-3	1	1	0	0.7	.	.	-3
COc1ccc(CNC(=O)C(C)OC(=O)CO/N=C(\C)c2ccc3c(c2)OCO3)cc1 (centres undefined)	-2	-5	13	-2	0	-13	-2.5	.	.	.
CCCc1nc(SCC(=O)Nc2ccccc2)c2c(=O)n(C)c(=O)n(C)c2n1	-5	-2	-1	0	25	-5	-0.3	-3	-23	-6
NC(=O)C1CCN(c2ccc(S(=O)(=O)N3CCCCC3)cc2[N+](=O)[O-])CC1	-5	-6	-7	2	-1	-8	-0.3	.	.	2
CCCCCCCCCCOC(=O)C[N+](C)(C)CC1CCCCC1O (centres undefined)	-1	?	17	-14	9	?	?	3	24	-4
COc1ccc(Br)cc1/C=N/N1C(=O)CSC1=S	-12	-7	0	-4	8	-6	3.8	0	26	.
Cc1noc(C)c1COC(=O)C1CCN(S(=O)(=O)c2c(Cl)cccc2Cl)CC1	5	11	1	0	7	1	7.4	.	.	-9
COc1ccc(-c2nc(N)n[nH]2)cc1OC	6	-1	-1	8	8	-8	0.9	5	-4	-1
Cc1cc(N/N=C/c2cccc(Br)c2)nc2ccccc12	7	-1	-1	1	6	-3	-0.2	-3	-2	.
COC(=O)CSc1nc(C2CC2)cc(C(F)(F)F)c1C#N	5	-11	2	-1	2	2	-1.1	-2	-10	-36
CC1(C(=O)O)CCC(C(=O)Nc2ccc(S(N)(=O)=O)cc2)C1(C)C (centres undefined)	0	3	6	-2	7	4	-0.1	2	11	3
COc1ccc(CC2(CO)CCN(Cc3ccc(NC(C)=O)cc3)CC2)cc1	-2	0	-6	-6	7	4	-0.3	3	8	-2
Cc1ccc(Cl)cc1N1CCN(CC(O)COC(C)C)CC1 (centres undefined)	-7	8	2	5	5	7	0.3	6	18	-9
COc1ccc(CN(C)C(=O)c2ccc(NC(=O)CC3SC(N4CCCCC4)=NC3=O)cc2)c(OC)c1 (centres undefined)	-10	-3	9	.	6	-4	-0.8	.	.	-4
Cc1ccccc1C(=O)Oc1ccc(-c2csnn2)cc1	3	5	-2	12	8	?	0.6	-2	22	-26
CCCC(C)NC(=O)COc1ccc(S(=O)(=O)c2ccc(OCC(=O)NC(C)CCC)cc2)cc1 (centres undefined)	-4	-2	13	5	5	1	-1.1	-3	11	-12
CCCNC(=S)NNC(=O)c1cc(-c2cccnc2)nc2ccccc12	-3	.	10	1	6	.	.	3	13	-11
O=C(c1ccc2c(c1)C(=O)N(CCCO)C2=O)c1ccc2c(c1)C(=O)N(CCCO)C2=O	4	2	-3	-1	-10	-5	-1.0	1	4	-9
COc1ccccc1N1CCN(C(=O)c2ccc(C(C)(C)C)cc2)CC1	-3	-2	11	4	-17	4	0.7	3	6	11
Cc1ccc(C(=O)N2CCN(Cc3ccccc3)CC2)o1	4	0	-5	2	-10	10	4.8	1	8	-10
Cc1ccc(S(=O)(=O)N2CCOCC2)cc1C(=O)NCc1cccs1	9	-8	-4	8	6	-9	-2.7	-1	-17	-15
CCCc1nc2ccc(Cl)cn2c1Cc1ccc(C)cc1	4	-5	-6	.	.	-9	3.9	.	.	.
COC(=O)c1nc(NC(=O)c2ccc(Br)cc2)n[nH]1	2	1	6	2	-4	-8	0.1	1	7	6
CC(C)CC(=O)N(c1nnc(-c2cccnc2)s1)C1CCCC1	4	-13	-11	0	-20	-15	-6.8	-1	21	-11
CCN(CC)CCOC(=O)c1ccc([N+](=O)[O-])cc1	5	5	-10	11	6	-13	0.1	4	-7	-5
O=C(N1CCCCC1)C12CC3CC(C1)CC(C(=O)N1CCCCC1)(C3)C2	3	3	4	-1	-1	-15	0.0	2	20	-11
COc1ccc(C2/C=C\CN(S(=O)(=O)/C=C/c3ccccc3)[C@H](Cc3ccccc3)C(=O)N2Cc2ccc(F)cc2)cc1 (some centres undefined)	.	.	.	-12	-19	.	.	.	11	-16
C/C(=N\NC(=O)C(N)=O)c1cccc(C(F)(F)F)c1	2	-1	4	-1	8	-6	-0.7	2	28	.
COc1ccc(CC(=O)NNC(=O)c2cc(Cl)ccc2OC)cc1	6	-6	-11	.	2	-5	0.5	.	.	-12
COc1ccccc1N1CCN(C(c2cccs2)C(C)NC(=O)c2cccnc2)CC1 (centres undefined)	-3	2	-5	2	7	3	0.1	-4	4	1
CCCC1OC(c2ccco2)OCC1CC (centres undefined)	6	0	10	.	12	-1	-0.2	.	.	-11
CC(C)(C)N1CC(C(=O)O)CC1=O (centres undefined)	-1	-11	2	4	6	-9	-0.8	1	8	20&-8
O=C(NCC1CCCO1)c1ccc2c(=O)n(Cc3ccco3)c(SCC(=O)N3CCCC3)nc2c1 (centres undefined)	3	10	-5	0	-1	5	-0.1	2	7	-8
C[N+](=O)C1C(=O)Nc2ccccc21 (centres undefined)	-26	-3	10	.	.	-2	-0.1	.	.	.
CCCCC(=O)NC(Nc1nc(C2CC2)cs1)(C(=O)OCC)C(F)(F)F (centres undefined)	5	-3	6	-4	9	-16	-0.8	2	7	-17
CCOc1ccc(S(=O)(=O)Nc2ccc(Cl)cn2)c(C)c1C	-1	12	9	4	1	-5	-0.4	-2	-5	-2
CCOC(=O)c1c(C)n(Cc2ccccc2)c2ccc(OCC(O)CN3C(=O)CNC3=O)cc12 (centres undefined)	13	4	-15	-7	0	0	0.6	-2	7	21
CC(C)C(OC(=O)c1ccco1)C(=O)NCc1ccco1 (centres undefined)	-6	0	3	-4	7	9	-0.5	4	-17	-30
Cc1cc(C)cc(NC(=S)NC(=O)C2CC2)c1	-8	-5	9	-2	0	-2	-3.8	2	18	-1
CCC(C)N=CC1=C(O)C(C(=O)OC)C(C)(C)CC1=O (centres undefined)	-1	-3	2	5	2	3	0.3	-4	4	-12
CCCCCCOC(=O)NCC(O)c1ccccc1 (centres undefined)	0	-3	7	3	-5	-4	-2.3	-4	-2	-9
CC(=O)c1cccc(NC(=O)N2CCCC2C(=O)NCCc2ccccc2)c1 (centres undefined)	5	1	0	0	4	35*	1.2	1	30	-13
CCOC(=O)C1=C(C)N(c2ccc(Cl)cc2)C(=O)NC1c1cccc([N+](=O)[O-])c1 (centres undefined)	4	0	4	-10	4	-3	0.4	5	3	-8

# The listing continues.
molecule	PrPC surface inh	Anthrax LF prot	CCHF vOTU inh	Rv3671c inh	MazF activator	BoNT F protease	BoNT-A LC inh2	3CLpro inhibitor	VHR inh abs	PriA SSB inh
N#CC(=C=[N-])c1nc2ccccc2nc1-[n+]1cccc(NC(=O)c2ccc(F)cc2)c1	-3	.	-8	-6	.	.	.	-1	-3	.
COCCNC(=O)c1cccc(OC2CCN(Cc3ccccc3OC(F)F)CC2)c1	-4	7	-6	2	1	-3	-1.5	1	19	-5
CCN1CCN(Cc2ccc(NC(=O)Nc3ccccc3)cc2)CC1	.	-7	.	-3	1	2	0.4	-5	-14	-3
O=C(/C=C/c1ccco1)Nc1ccc(N2CCCC2)cc1	-5	-9	11	-2	10	-56	-1.1	2	0	-13
Cn1c(=O)c2c(ncn2CC(=O)NCc2cccnc2)n(C)c1=O	0	2	-10	1	0	11	0.6	-2	19	-8
COc1ccc(CCNS(=O)(=O)c2ccccc2)cc1OC	-4	2	5	-10	-2	1	-0.5	3	7	-13
Cn1c(=O)c2c(ncn2CC(=O)OCc2ccccc2)n(C)c1=O	-2	0	-10	4	-1	12	-2.1	-2	17	3&-8
Fc1cc(F)c(F)c(SCCc2ccncc2)c1F	4	4	-5	-2	7	6	0.2	-1	-6	-9
CSc1ncccc1C(=O)OC(C)C(=O)Nc1ccc2c(c1)OCCO2 (centres undefined)	14	-5	15	.	6	4	-0.2	.	.	.
CC/C(=N/NC(=O)c1ccc2c(c1)OCO2)c1ccccc1O	11	-2	1	4	0	-21	-0.8	.	.	.
CNC(=O)c1cccc(N2CCCC2=O)c1	1	-3	7	2	5	27	0.4	2	16	-13
Cc1onc(-c2ccccc2)c1C(=O)NCc1ccccn1	-4	-2	-2	8	6	1	0.7	3	-2	-11
CCC(=O)N1CCN(c2cc(NCC3CCCO3)c(F)cc2[N+](=O)[O-])CC1 (centres undefined)	-49	-11	13	6	-2	-6	-1.1	2	-17	-1
O=C(c1cc(-c2ccccc2O)on1)N1CCCC1	-8	-10	5	-2	-1	-5	-1.4	-4	9	-6

# Assay outcomes: PubChem BioAssay, several laboratories

# Not all compounds are listed. The share of hits here may be higher or lower than overall.
